Assay outcomes (PubChem BioAssay)
VIM-2 inh – inhibitors of Pseudomonas aeruginosa VIM-2 metallo-beta-lactamase; purified VIM-2, nitrocefin hydrolysis, epi-absorbance fluorescence; inhibition, % at 5.6 µM; 290,000 compounds, 0.89% hits;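 active = inhibition above the mean of all tested compounds plus 3 SD, cutoff set per screening run, cut at about 7.5% in these data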;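 also: red hydrolysis product quenches plate fluorescence so inhibitors raise well fluorescence; 0% = enzyme with DMSO and 100% = DMSO without enzyme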
pCIP destab – compounds decreasing mouse p/CIP protein stability; F442A p/CIP-EGFP cells, EGFP fluorescence, 16 h; Q05BA5; decrease of EGFP signal, % at 10 µM; 290,000 compounds, 0.01% hits;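 active = EGFP signal decrease of at least 30% at 10 µM or well 3 SD below plate mean, unless failing retest; inactive = the rest, including hits failing retest or dose response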; also: some compounds called inactive have numbers as strong as hits; many of its hits are not listed in these tables
DNA FID counter – counter-screen for HCV NS3 helicase inhibitors: DNA intercalator displacement. DNA fluorescent intercalator displacement, fluorescence. inhibition, % at 7.9 µM. 290,000 compounds, 0.17% hits. AID 1845; in the data active = inhibition above about 37%;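 also: 0% = vehicle and 100% = reference compound; higher means more ethidium bromide displaced from hairpin DNA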
SUMO HTRF inh – SUMOylation inhibition. HTRF SUMOylation assay, SAE1/SAE2 + UBC9, in vitro. inhibition, % at 35 µM. 290,000 compounds, 0.36% hits; in the data active = inhibition above about 50%, passing the limit was not always enough; inconclusive = no clear call, values can overlap the other calls; also: strong numbers were not always called active
IMP-1 inhibitor – inhibitors of Pseudomonas aeruginosa IMP-1 metallo-beta-lactamase; AID 1556; 290,000 compounds, 0.45% hits; purified IMP-1, nitrocefin hydrolysis, epi-absorbance fluorescence; inhibition, % at 5.6 µM;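 active = inhibition above the mean plus 3 SD of all compounds in the same screening run, cut at about 4.5% in these data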;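 also: 0% = IMP-1 with DMSO and 100% = DMSO wells lacking enzyme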
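Test system: recombinant IMP-1 enzyme, purified / Medium: HEPES buffer pH 7.1 with ZnSO4 and Brij 35 / Doses: single dose, 5.6 µM / Times: 25 °C, 15 min preincubation, 25 min reaction / Detection: Epi-absorbance via hydrolysed-nitrocefin quenching of white-plate fluorescence, 480/530 nm, EDTA stop / Evaluation: percent inhibition from optical density relative to buffer-blank wells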
IDE act – activators of human insulin-degrading enzyme in cells. P14735. HEK cells, FAbeta-B cleavage, fluorescence polarization; 0% vehicle, 100% cell-free pure enzyme wells. activation, % at 5.96 µM. 340,000 compounds, 0.073% hits. AID 493087;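 active = activation above the mean of all tested compounds plus 3 SD, set per screening campaign, cut at about 17% in these data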
Target sequence (P14735 whole entry, looked up): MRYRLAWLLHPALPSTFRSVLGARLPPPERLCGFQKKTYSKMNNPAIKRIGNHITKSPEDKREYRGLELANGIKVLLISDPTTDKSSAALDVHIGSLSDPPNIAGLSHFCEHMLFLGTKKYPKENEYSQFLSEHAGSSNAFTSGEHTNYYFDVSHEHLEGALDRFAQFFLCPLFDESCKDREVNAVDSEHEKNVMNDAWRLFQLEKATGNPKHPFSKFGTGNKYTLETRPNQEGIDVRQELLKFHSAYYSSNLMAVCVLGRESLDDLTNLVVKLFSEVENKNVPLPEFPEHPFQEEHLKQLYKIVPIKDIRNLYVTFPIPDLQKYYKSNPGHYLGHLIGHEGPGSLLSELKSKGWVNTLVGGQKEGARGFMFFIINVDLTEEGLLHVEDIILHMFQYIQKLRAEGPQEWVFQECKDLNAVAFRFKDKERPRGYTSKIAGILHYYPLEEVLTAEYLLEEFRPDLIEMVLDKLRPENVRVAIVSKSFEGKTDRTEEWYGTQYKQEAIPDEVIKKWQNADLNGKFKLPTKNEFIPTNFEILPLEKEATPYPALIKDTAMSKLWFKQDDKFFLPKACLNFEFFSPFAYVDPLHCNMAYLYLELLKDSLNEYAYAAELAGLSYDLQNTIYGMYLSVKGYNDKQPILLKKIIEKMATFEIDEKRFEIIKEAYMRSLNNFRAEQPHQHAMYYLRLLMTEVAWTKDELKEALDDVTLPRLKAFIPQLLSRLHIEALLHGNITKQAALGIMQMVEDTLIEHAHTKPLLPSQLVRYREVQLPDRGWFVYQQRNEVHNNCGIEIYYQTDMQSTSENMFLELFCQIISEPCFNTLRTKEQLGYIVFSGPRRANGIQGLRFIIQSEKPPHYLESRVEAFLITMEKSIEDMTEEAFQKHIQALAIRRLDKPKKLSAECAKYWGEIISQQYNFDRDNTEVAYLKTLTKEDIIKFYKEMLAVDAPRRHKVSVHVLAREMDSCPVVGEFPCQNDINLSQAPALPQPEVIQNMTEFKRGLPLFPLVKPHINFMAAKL
HCV NS3 hel inh – HCV NS3 helicase inhibition. 290,000 compounds, 0.56% hits. NS3 helicase DNA unwinding, Cy5 molecular beacon fluorescence. inhibition, % at 10.9 µM;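 active = inhibition above the mean of all tested compounds plus 3 SD, set per campaign, cut at about 35% in these data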;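 also: 0% = DMSO wells and 100% = thioflavine S control wells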
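Control set: DMSO versus 110 µM thioflavine S; Material: NS3 helicase fragment of HCV; Measured by: Cy5 fluorescence at 0 and 60 min, beacon hairpin quenching; Read-out basis: percent inhibition from t60/t0 fluorescence ratio; Times: reaction time 60 min, 25 °C; Repeats: single replicate; Compound dosing: single dose, 10.9 µM nominal final, DMSO 0.8% final.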
PfM18AAP inh – PfM18AAP enzyme inhibition; AID 1822; 290,000 compounds, 1.2% hits; recombinant PfM18AAP, H-Glu-NHMec fluorogenic cleavage; inhibition, % at 7.35 µM;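 active = inhibition above the campaign mean inhibition over all tested compounds plus 3 SD, cut at about 28% in these data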;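 also: 0% = plate median of test compound wells and 100% = 2 mM ZnCl2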
IDE inh – cellular human IDE inhibition; P14735; HEK cells, FAbetaB cleavage, fluorescence polarization; inhibition, % at 5.59 µM; 320,000 compounds, 0.41% hits;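 active = percent inhibition above the average of all tested compounds plus 3 SD, set per screening campaign, cut at about 16% in these data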;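 also: IDE supplied by intact live HEK cells; FP after avidin binding of uncleaved biotin substrate so inhibition keeps polarization high; 0% = DMSO wells and 100% = 60 µM reference IDE inhibitor Ii1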
* marks the source's active call; other numbers are inactive results; ? = inconclusive; . = no result given; & = joins results of further samples; ! = not confirmed by another sample. Some of the compounds tested. The share of hits here may be higher or lower than overall.

Abbreviations: A = VIM-2 inh; B = pCIP destab; C = DNA FID counter; D = SUMO HTRF inh; E = IMP-1 inhibitor; F = IDE act; G = HCV NS3 hel inh; H = PfM18AAP inh; I = IDE inh
1: Clc1cccc(Cl)c1CN1CCN(c2ccccc2)CC1
  A: -4.3	B: -8.8	C: 1.9	D: 6.0	E: -5.2	F: -0.8	G: -8.1	H: 6.4	I: -0.6
2: Fc1ccc(NC2=NCCS2)cc1Cl
  A: -4.8	B: -3.1	C: 2.5	D: -1.2	E: -5.6	F: 0.9	G: 3.0	H: -5.1	I: 8.0
3: CCC(=O)Nc1ccccc1
  A: 1.0	B: -1.1	C: 0.7	D: 6.7	E: -1.2	F: 1.8	G: 13.2	H: -5.2	I: -0.9
4: CN1CCN(c2ccc([N+](=O)[O-])cc2Cl)CC1
  A: 1.8	B: -1.1	C: 4.8	D: 18.7	E: -3.4	F: 0.4	G: 1.7	H: -0.9	I: -4.0
5: COC(=O)CC1(CC(=O)OC)C(=O)NC(=O)NC1=O
  A: 1.9	B: -11.1	C: 3.5	D: 6.0	E: 0.5	F: 6.0	G: 2.0	H: 1.8	I: 2.0
6: Cc1n[nH]c(C)c1CCN
  A: -1.5	B: -0.7	C: -2.1	D: -2.2	E: -0.1	F: -0.5	G: 8.2	H: 0.4	I: 3.2
7: CCOP(=O)(OCC)C(CC)N1CCOCC1 (stereo not given)
  A: -4.8	B: -10.6	C: -2.2	D: 15.4	E: -3.0	F: -7.7	G: 5.2	H: 0.3	I: -4.3
8: COc1cc(CN2CCN(C(=O)Cc3ccccc3)CC2)cc(OC)c1OC
  A: -0.7	B: 6.2	C: -16.1	D: 11.0	E: -1.8	F: -1.3	G: 1.1	H: -6.7	I: -1.2
9: CN1C(=O)COc2c(C(=O)NC3CN4CCC3CC4)cc(Cl)cc21 (stereo not given)
  A: -0.5	B: -0.6	C: 1.0	D: 10.1	E: 0.2	F: .	G: -8.4	H: -1.7	I: 5.0
10: O=c1[nH]c2ccccc2c(=O)n1-c1ccc(Cl)cc1Cl
  A: -4.4	B: 9.5	C: -3.4	D: 13.8	E: -3.0	F: 0.1	G: -1.8	H: 4.4	I: -4.2

An excerpt of these results, with two lines to a compound:
Below each SMILES – VIM-2 inh, pCIP destab, DNA FID counter, SUMO HTRF inh, IMP-1 inhibitor, IDE act, HCV NS3 hel inh, PfM18AAP inh, IDE inh
1. Clc1cccc(Cl)c1CN1CCN(c2ccccc2)CC1
→ -4.3, -8.8, 1.9, 6.0, -5.2, -0.8, -8.1, 6.4, -0.6
2. Fc1ccc(NC2=NCCS2)cc1Cl
→ -4.8, -3.1, 2.5, -1.2, -5.6, 0.9, 3.0, -5.1, 8.0
3. CCC(=O)Nc1ccccc1
→ 1.0, -1.1, 0.7, 6.7, -1.2, 1.8, 13.2, -5.2, -0.9
4. CN1CCN(c2ccc([N+](=O)[O-])cc2Cl)CC1
→ 1.8, -1.1, 4.8, 18.7, -3.4, 0.4, 1.7, -0.9, -4.0
5. COC(=O)CC1(CC(=O)OC)C(=O)NC(=O)NC1=O
→ 1.9, -11.1, 3.5, 6.0, 0.5, 6.0, 2.0, 1.8, 2.0
6. Cc1n[nH]c(C)c1CCN
→ -1.5, -0.7, -2.1, -2.2, -0.1, -0.5, 8.2, 0.4, 3.2
7. CCOP(=O)(OCC)C(CC)N1CCOCC1 (stereo not given)
→ -4.8, -10.6, -2.2, 15.4, -3.0, -7.7, 5.2, 0.3, -4.3
8. COc1cc(CN2CCN(C(=O)Cc3ccccc3)CC2)cc(OC)c1OC
→ -0.7, 6.2, -16.1, 11.0, -1.8, -1.3, 1.1, -6.7, -1.2
9. CN1C(=O)COc2c(C(=O)NC3CN4CCC3CC4)cc(Cl)cc21 (stereo not given)
→ -0.5, -0.6, 1.0, 10.1, 0.2, ., -8.4, -1.7, 5.0
10. O=c1[nH]c2ccccc2c(=O)n1-c1ccc(Cl)cc1Cl
→ -4.4, 9.5, -3.4, 13.8, -3.0, 0.1, -1.8, 4.4, -4.2

Next section.
Abbreviations: A = VIM-2 inh; B = pCIP destab; C = DNA FID counter; D = SUMO HTRF inh; E = IMP-1 inhibitor; F = IDE act; G = HCV NS3 hel inh; H = PfM18AAP inh; I = IDE inh
11: CCOC(=O)[C@@]1(C#N)[C@@H]2C=CC(C(N)=O)=CN2[C@@H](C(N)=O)[C@@H]1c1cccc(Cl)c1
  A: 0.2	B: -16.4	C: -0.1	D: 15.4	E: -1.6	F: 9.3	G: 0.9	H: -3.8	I: 1.8
12: CCCCC(=O)N/N=C/c1c(O)n(CCC2=CCCCC2)c(=O)[nH]c1=O
  A: -4.3	B: -10.1	C: -34.9	D: -69.6	E: -4.1	F: .	G: 17.6	H: 8.2	I: -5.0
13: C[C@]12CCC3[C@@H](CC[C@H]4C[C@@H](O)CC[C@]34C)C1CCC2=O (stereo not given in full)
  A: -3.5	B: 0.3	C: -22.9	D: -0.5	E: -3.8	F: 2.9	G: 2.1	H: -1.5	I: 5.1
14: O=C1NC(=O)N(c2ccccc2)C(=O)/C1=C\c1ccccc1[N+](=O)[O-]
  A: -2.3	B: -9.8	C: -13.1	D: -3.8	E: -2.0	F: 1.8	G: 2.6	H: 2.5	I: 4.9
15: O=C(O)c1cccc2c1NC(C(=O)O)C1CC(Sc3ccccc3[N+](=O)[O-])C(Cl)C21 (stereo not given)
  A: 2.2	B: -10.8	C: -1.2	D: ?	E: 5.2*	F: 2.2	G: 34.7	H: 19.9	I: 4.3
16: CCOc1ccc(N=Cc2c(O)n(-c3cc(C)cc(C)c3)c(=O)[nH]c2=O)cc1
  A: 2.9	B: -2.4	C: -7.3	D: 6.3	E: 1.1	F: 6.3	G: 19.5	H: -0.1	I: -2.6
17: O=c1[nH]c(=O)n(C2CCCCC2)c(O)c1/C=N/N1CCCCC1c1cccnc1 (stereo not given)
  A: -2.5	B: 1.5	C: -13.2	D: 19.0	E: -1.1	F: 6.6	G: 2.6	H: -7.1	I: -1.6
18: O=C1c2cccc3cccc(c23)C(=O)N1/N=C/c1c(O)n(-c2ccccc2)c(=O)[nH]c1=O
  A: 1.5	B: -26.4	C: -8.3	D: 13.1	E: -0.2	F: 1.8	G: 3.7	H: 0.7	I: 3.3
19: CCOC(=O)C(O)(c1ccc(NC(=O)c2ccc(Cl)c(Cl)c2)cc1)C(F)(F)F (stereo not given)
  A: -1.8	B: -8.6	C: -8.1	D: -17.0	E: -2.5	F: -1.4	G: -18.0	H: 0.1	I: 2.5
20: C[C@]12CCC(=O)C=C1CC[C@@H]1C2CC[C@]2(C)C(=O)CCC12 (stereo not given in full)
  A: -1.6	B: -18.2	C: -23.0	D: 20.5	E: -0.5	F: -3.9	G: -5.5	H: -17.1	I: -0.8
21: CCC12CN3CCN(CC(C3)/C1=N/NC(=O)c1ccncc1)C2
  A: -0.6	B: 9.3	C: -1.0	D: -10.9	E: -3.1	F: 1.3	G: 15.4	H: -6.9	I: 5.1
22: CN1C(=O)N(C)C(=O)C2(Cc3ccccc3N3CCOCC32)C1=O (stereo not given)
  A: -3.1	B: -17.4	C: -3.6	D: 12.5	E: -1.6	F: -1.7	G: 13.9	H: 7.9	I: 4.3
23: c1cncc(C2Nc3cccc4cccc(c34)N2)c1
  A: -0.3&-0.6	B: -6.2&-12.8	C: -3.5&-6.7	D: 63.3*!	E: -4.7&-2.3	F: -0.7	G: -9.3&13.2	H: 34.7*!	I: 3.7
24: CCOC(=O)C1(CCc2ccccc2)CCN(CC(O)CO)CC1 (stereo not given)
  A: -3.3	B: -7.4	C: 8.6	D: -0.2	E: -3.0	F: 0.5	G: -4.2	H: 3.2	I: 4.7
25: Cc1c2cnn(CC(=O)N3CCC4(CC3)OCCO4)c(=O)c2c(C)n1Cc1ccccc1F
  A: -3.0	B: 1.3	C: -30.1	D: -0.6	E: -3.5	F: 4.5	G: 2.9	H: 2.8	I: -0.5
26: CCc1nc2ccccc2c(=O)n1-c1ccccc1[N+](=O)[O-]
  A: -1.3	B: -2.0	C: 3.1	D: 1.8	E: -2.5	F: 3.3	G: 2.5	H: 3.6	I: 1.7
27: Cn1c(=O)cc(OCC(=O)N2CCN(Cc3ccc4c(c3)OCO4)CC2)c2ccccc21
  A: -0.7	B: -1.5	C: -28.4	D: 14.7	E: -5.6	F: 3.3	G: -1.3	H: 3.4	I: -3.1
28: O=[N+]([O-])[N-][n+]1cnn(Cc2ccc(Cl)cc2)c1
  A: 0.0	B: -7.9	C: -7.3	D: 13.7	E: -2.0	F: 1.6	G: -1.1	H: 3.7	I: 4.2
